NPY Y1 blocker – NPY-Y1 receptor antagonists, primary screen, cell-based; 200,000 compounds, 1% hits; HEK293-CNG Y1 cells, membrane potential fluorescence; NPY at EC95, then isoproterenol; inhibition, % at 3.6 µM;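 active = inhibition above the campaign mean inhibition of all tested compounds plus 3 SD, cut at about 20% in these data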;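 note: 0% = DMSO wells given NPY plus isoproterenol and 100% = isoproterenol alone without NPY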
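Material: HEK293 Y1/CNG channel cell line | Also added: NPY (25 nM), isoproterenol (1 µM), Ro 20-1724 (25 µM) | Compound: One concentration, 3.6 µM, in 0.4% DMSO | Schedule: 3 h dye uptake, 1 h room-temperature compound, 45 min post-isoproterenol | Signal: Membrane-potential fluorescent dye readout | Read-out: % inhibition of NPY effect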
Runt-CBFb FRET – inhibitors of RUNX1 Runt–CBFb binding, primary screen, biochemical, FRET, Cerulean-Runt, Venus-CBFb, uHTS; Runt-related transcription factor 1 (Homo sapiens) + Core-binding factor subunit beta …; Cerulean-Runt/Venus-CBFb FRET ratio 530/480, 1 h; inhibition, % at 20 µM; 220,000 compounds, 0.46% hits;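 active = inhibition over about 50% at 20 µM in the single-dose screen, limit read from the data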;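 note: 0% = DMSO wells and 100% = excess unlabeled CBFb competitor control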
Target sequence (Q01196 whole entry, looked up): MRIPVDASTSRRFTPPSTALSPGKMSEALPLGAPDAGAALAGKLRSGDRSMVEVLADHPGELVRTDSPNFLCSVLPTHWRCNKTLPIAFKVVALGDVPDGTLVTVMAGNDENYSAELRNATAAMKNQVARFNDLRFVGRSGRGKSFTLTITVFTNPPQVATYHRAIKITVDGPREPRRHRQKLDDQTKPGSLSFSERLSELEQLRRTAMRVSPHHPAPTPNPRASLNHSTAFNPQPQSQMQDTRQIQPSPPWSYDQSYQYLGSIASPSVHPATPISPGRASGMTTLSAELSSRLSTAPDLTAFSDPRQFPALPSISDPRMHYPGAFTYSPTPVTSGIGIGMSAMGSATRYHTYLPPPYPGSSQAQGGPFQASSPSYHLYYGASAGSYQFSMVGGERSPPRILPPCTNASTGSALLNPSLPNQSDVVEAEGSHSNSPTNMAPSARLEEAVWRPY
Target sequence (Q13951 whole entry, looked up): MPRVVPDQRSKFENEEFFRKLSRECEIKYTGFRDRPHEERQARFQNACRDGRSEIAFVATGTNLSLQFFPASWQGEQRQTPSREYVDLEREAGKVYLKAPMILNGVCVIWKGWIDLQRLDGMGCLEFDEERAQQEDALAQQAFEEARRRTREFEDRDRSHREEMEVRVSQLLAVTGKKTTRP
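Assay system: Cerulean-Runt domain / Medium: Tris 50 mM pH 7.5, KCl, K2SO4, 0.01% BSA / Timing: protein complex preformed 1 h, compound exposure 1 h, room temperature, dark / Measured by: FRET, excitation 422 nm, emission at 530 and 480 nm / Evaluation: loss of energy transfer signal / Control set: 5 µM unlabeled CBFb as full-inhibition high control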
S1P4 agonist – S1P4 receptor agonists, primary screen, cell-based. Sphingosine 1-phosphate receptor 4 (Homo sapiens), O95977. 220,000 compounds, 0.35% hits. activation, % at 4.98 µM. S1P4-expressing cell line, agonist reporter assay; in the data active = activation above about 11%;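 note: 0% = DMSO vehicle and 100% = reference agonist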
Ba/F3 V617F tox – reduced viability of JAK2V617F-dependent Ba/F3 cells, primary screen, JAK2V617F inhibitor project, cell-based, Ba/F3 EpoR-JAK2V617F, luminescence | ATP luminescence | inhibition, % at 5.6 µM | 220,000 compounds, 1.1% hits;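 active = inhibition above the campaign mean plus 3 SD over all tested compounds, cut at about 24% in these data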;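 note: cytokine-independent growth of Ba/F3 cells driven by EpoR plus mutant JAK2; 0% = DMSO-treated cells and 100% = JAK inhibitor I control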
RBBP9 inhibitor – human RBBP9 inhibitors, primary screen, biochemical, fluorescence polarization, FP-Rh probe, HTS | 220,000 compounds, 0.2% hits | Serine hydrolase RBBP9 (Homo sapiens), O75884 | recombinant RBBP9 | AID 1515, 2009 | inhibition, % at 7.94 µM;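 active = inhibition above the campaign mean of all tested compounds plus 3 SD, cut at about 14% in these data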;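 note: plate controls were DMSO wells with RBBP9 for no effect and wells lacking RBBP9 protein for full effect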
Target sequence (O75884 whole entry, looked up): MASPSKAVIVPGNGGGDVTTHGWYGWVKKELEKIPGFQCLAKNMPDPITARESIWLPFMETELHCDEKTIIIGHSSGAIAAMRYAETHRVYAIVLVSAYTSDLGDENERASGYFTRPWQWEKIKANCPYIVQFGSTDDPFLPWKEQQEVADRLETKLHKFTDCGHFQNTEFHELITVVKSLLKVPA
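System: RBBP9 protein / Quantity: 2.5 µM RBBP9 dispensing solution, before mixing / Also added: Serine-hydrolase probe FP-Rh, 375 nM pre-mixing / Dosing: 7.94 µM single dose, 0.794% DMSO / Timing: enzyme-compound preincubation 30 min, then probe labeling 45 min, 25 °C / Signal: FP readout at 525/598 nm / Controls: DMSO-treated enzyme wells and wells lacking RBBP9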
S1P4 antagonist – S1P4 receptor antagonists, primary screen, cell-based; Sphingosine 1-phosphate receptor 4 (Homo sapiens), O95977; S1P4-expressing cells, antagonist mode, reporter read-out; inhibition, % at 4.98 µM; 220,000 compounds, 0.26% hits; AID 1510, 2009; in the data active = inhibition above about 29%;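 note: 0% = wells stimulated with agonist and 100% = vehicle wells without agonist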
NPY1 pot ag – NPY-Y1 receptor potentiators or agonists, primary screen, cell-based | Neuropeptide Y receptor type 1 (Homo sapiens), P25929 | NPY-Y1 expressing cells, potentiator/agonist activation | activation, % at 3.6 µM | 220,000 compounds, 0.37% hits; in the data active = activation above about 33%, passing the limit was not always enough;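 note: cells stimulated with NPY at EC10 then isoproterenol at EC100; 0% = low agonist plus stimulus and 100% = saturating agonist plus stimulus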
NPY-Y2 PAM-ag – NPY-Y2 potentiators or agonists, primary screen, cell-based. cells expressing NPY-Y2, potentiator/agonist read-out. activation, % at 3.6 µM. 220,000 compounds, 0.45% hits. AID 1359, 2008; in the data active = activation above about 27%;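 note: cells stimulated with NPY near EC25 plus isoproterenol at EC100; 0% = vehicle plus submaximal agonist and 100% = vehicle plus saturating agonist; some results beyond the cut were filed as inactive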
BaF3 tox – parental Ba/F3 cell viability inhibition, counter-screen for JAK2V617F inhibitor project, murine pro-B, CellTiter-Glo luminescence; CellTiter-Glo ATP luminescence; inhibition, % at 5.6 µM; 220,000 compounds, 1.1% hits; AID 1486, 2009;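 active = inhibition above a per-campaign cutoff, the mean inhibition of all tested compounds plus 3 SD, cut at about 27% in these data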;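 note: 0% = DMSO wells and 100% = JAK Inhibitor I control wells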
An asterisk follows results filed as active; nt = no result given. This is a random part of the collection (roughly 3.6% active in at least one column).

SMILES | NPY Y1 blocker | Runt-CBFb FRET | S1P4 agonist | Ba/F3 V617F tox | RBBP9 inhibitor | S1P4 antagonist | NPY1 pot ag | NPY-Y2 PAM-ag | BaF3 tox
COc1ccc(C2=NN(C(=O)CCC(=O)O)C(c3cccs3)C2)cc1OC (centres undefined) | -4 | -1 | 0.9 | 2 | -6 | -10 | -1 | 8 | 0
CCC(C)NS(=O)(=O)c1ccc(NC(=O)Cc2ccc(OC)cc2)cc1 (centres undefined) | 2 | -1 | -0.7 | 4 | -11 | -8 | -12 | -31 | 4
CCCn1nc(Oc2nc(NCC)nc(NC(C)C)n2)ccc1=O | -5 | -2 | -0.5 | -2 | -8 | -27 | 27 | -11 | 1
CCCn1nnnc1NCc1ccccc1OCc1cccs1 | 6 | -4 | -3.5 | 0 | -8 | 6 | -17 | 1 | -1
Cc1ccc(NC(=O)CN(c2ccc(C)cc2)S(=O)(=O)c2cccc3nonc23)cc1 | -8 | -2 | 6.6 | 7 | -7 | 3 | 9 | 4 | 7
Cc1ccc(CNc2ccc(N3C(=O)CC(C)C3=O)cc2[N+](=O)[O-])cc1 (centres undefined) | 5 | -8 | 0.7 | 1 | -2 | -11 | -23 | 1 | 9
CSc1ccccc1C(=O)C1CCCN(C(=O)c2cc(C(C)C)no2)C1 (centres undefined) | -2 | 0 | 1.2 | 0 | -4 | -15 | 17 | 12 | 5
C=CCc1ccc(OCCCCNC2CCCC2)c(OC)c1 | 6 | 0 | 1.2 | 4 | -7 | -18 | -17 | -6 | 7
O=C(O)CC(=O)Nc1ccccc1 | -2 | 0 | 1.4 | 0 | 3 | -28 | 4 | 6 | 7
COCCN(C(=O)Cc1cccs1)C(C(=O)NC1CCCC1)c1cc(OC)c(OC)c(OC)c1 (centres undefined) | 4 | -1 | 1.3 | -2 | -7 | -9 | 13 | -8 | 2
Cc1ccc(-c2nc(N)n(C(=O)c3cccnc3)n2)cc1 | -1 | 2 | -1.6 | -2 | -1 | -6 | 8 | 16 | 1
CCCc1cc(C(N)=O)c(NC(=O)c2ccoc2C)s1 | -3 | 4 | 1.5 | 1 | -6 | -14 | 11 | 8 | -1
O=C(O)CCCCCN=C1CCc2ccccc2N1 | 7 | 0 | 0.7 | 4 | -11 | -19 | -3 | -5 | 1
COc1cccc(Nc2nnc(SCC(=O)N3CC(C)OC(C)C3)s2)c1 (centres undefined) | -6 | 0 | -0.6 | 0 | -9 | -5 | 2 | 6 | -2
CCOC(=O)C1CCN(c2ncnc3c2cnn3-c2ccccc2)CC1 | 1 | -4 | -1.2 | -1 | 0 | -28 | -25 | 5 | 4
CC(=O)c1ccc(N2CCN(C(=S)NCc3ccco3)CC2)cc1 | 7 | 5 | -1.9 | -1 | -9 | 3 | 7 | 7 | 0
O=C(CN1CCN(S(=O)(=O)c2ccc(Cl)cc2)CC1)Nc1ccc2c(c1)CCC2 | 0 | -2 | 0.5 | -4 | -6 | -10 | -7 | -6 | 5
O=C1COc2ccc(C(=O)CCl)cc2N1 | nt | 0 | 1.0 | -4 | -1 | 24 | 33 | 13 | -2
Cc1ccc2nc(N(CCCN(C)C)C(=O)CN3C(=O)c4ccccc4C3=O)sc2c1 | -1 | -2 | 0.6 | -2 | -5 | -1 | 9 | -1 | 2
COc1ccccc1NC(=S)NCc1ccco1 | -1 | 13 | -1.9 | -2 | 4 | -11 | -10 | 7 | 6

Given as labelled records: entries from further up.
Molecule: CCOC(=O)C1CCN(c2ncnc3c2cnn3-c2ccccc2)CC1
  NPY Y1 blocker: 1	Runt-CBFb FRET: -4	S1P4 agonist: -1.2	Ba/F3 V617F tox: -1	RBBP9 inhibitor: 0	S1P4 antagonist: -28	NPY1 pot ag: -25	NPY-Y2 PAM-ag: 5	BaF3 tox: 4

Molecule: CC(=O)c1ccc(N2CCN(C(=S)NCc3ccco3)CC2)cc1
  NPY Y1 blocker: 7	Runt-CBFb FRET: 5	S1P4 agonist: -1.9	Ba/F3 V617F tox: -1	RBBP9 inhibitor: -9	S1P4 antagonist: 3	NPY1 pot ag: 7	NPY-Y2 PAM-ag: 7	BaF3 tox: 0

Molecule: O=C(CN1CCN(S(=O)(=O)c2ccc(Cl)cc2)CC1)Nc1ccc2c(c1)CCC2
  NPY Y1 blocker: 0	Runt-CBFb FRET: -2	S1P4 agonist: 0.5	Ba/F3 V617F tox: -4	RBBP9 inhibitor: -6	S1P4 antagonist: -10	NPY1 pot ag: -7	NPY-Y2 PAM-ag: -6	BaF3 tox: 5

Molecule: O=C1COc2ccc(C(=O)CCl)cc2N1
  NPY Y1 blocker: nt	Runt-CBFb FRET: 0	S1P4 agonist: 1.0	Ba/F3 V617F tox: -4	RBBP9 inhibitor: -1	S1P4 antagonist: 24	NPY1 pot ag: 33	NPY-Y2 PAM-ag: 13	BaF3 tox: -2

(more compounds)
SMILES | NPY Y1 blocker | Runt-CBFb FRET | S1P4 agonist | Ba/F3 V617F tox | RBBP9 inhibitor | S1P4 antagonist | NPY1 pot ag | NPY-Y2 PAM-ag | BaF3 tox
O=C(Nc1nnc(C2CCCCC2)s1)c1ccc(Br)s1 | 5 | 4 | 1.6 | 0 | -9 | -9 | -21 | 1 | -2
CC1CCCN(c2nc3c(c(=O)[nH]c(=O)n3C)n2CCSc2nc3ccccc3o2)C1 (centres undefined) | 0 | 3 | 0.0 | 1 | -5 | -16 | -11 | -3 | 13
CN(C)/C=C(\C(=O)c1cccc(Cl)c1)c1nnnn1-c1ccccc1 | nt | 1 | 0.8 | -3 | -9 | 14 | -20 | 12 | 1
O=C(CNCCO)Nc1ccc(F)c(Cl)c1 | -1 | -1 | -0.8 | -1 | -4 | -4 | 17 | 15 | 0
CCC(C)C(=O)Nc1c2c(nc3c1CCC3)CCCC2 (centres undefined) | 12 | 1 | -2.2 | 32* | -8 | -10 | -15 | -26 | 18
Cc1nnc(NC(=O)C(C)Sc2nncn2C)s1 (centres undefined) | 2 | 0 | 3.7 | 2 | -1 | 0 | -2 | -20 | 8
CCCOc1ccc(Cn2c(=O)oc3ccc(C)cc32)cc1OC | 32* | -6 | -2.9 | 6 | -9 | 8 | -42 | -29 | 10
CCOC(=O)c1nn(-c2ccc(Cl)cc2)c2nc(-c3ccc(C)cc3)c(C#N)c(=O)n12 | 10 | 1 | -0.5 | 2 | -6 | -7 | -25 | -17 | 2
O=C(CNC(=O)c1cccs1)OCC(=O)c1ccccc1Cl | -3 | 0 | -0.2 | -2 | -7 | -13 | 28 | -1 | 2
O=[N+]([O-])c1cccc(C(=Nc2ccccc2)NO)c1 | 0 | 1 | 1.9 | -1 | 6 | -9 | -1 | -2 | 5

At a glance, part of the list above:
SMILES | NPY Y1 blocker | Runt-CBFb FRET | S1P4 agonist | Ba/F3 V617F tox | RBBP9 inhibitor | S1P4 antagonist | NPY1 pot ag | NPY-Y2 PAM-ag | BaF3 tox
O=C(CNC(=O)c1cccs1)OCC(=O)c1ccccc1Cl | -3 | 0 | -0.2 | -2 | -7 | -13 | 28 | -1 | 2
O=[N+]([O-])c1cccc(C(=Nc2ccccc2)NO)c1 | 0 | 1 | 1.9 | -1 | 6 | -9 | -1 | -2 | 5

Following part.
SMILES | NPY Y1 blocker | Runt-CBFb FRET | S1P4 agonist | Ba/F3 V617F tox | RBBP9 inhibitor | S1P4 antagonist | NPY1 pot ag | NPY-Y2 PAM-ag | BaF3 tox
CC1CCN(CCCn2c(=S)[nH]c3ccc(N4CCOCC4)cc3c2=O)CC1 | 3 | -13 | -0.7 | 0 | -5 | 8 | -9 | -12 | 6
Cn1c2ccccc2c(=O)c2c(=O)n(Cc3ccco3)c(-c3ccc(C(C)(C)C)cc3)nc21 | nt | 2 | 1.1 | -1 | -3 | -9 | -16 | -8 | -2
CCOC(=O)CN1C(=O)S/C(=C/c2cccc([N+](=O)[O-])c2O)C1=O | -4 | -11 | 0.6 | 0 | -3 | 2 | 1 | -2 | 4
COc1ccccc1NC(=O)N1CCN(c2cc(-c3ccccc3)nc3ncnn23)CC1 | -6 | -1 | 1.6 | -1 | 5 | -11 | 15 | 8 | 3
Cc1ccccc1NC(=O)COC(=O)c1ccc(CSc2ccc(Cl)cc2)cc1 | 8 | -2 | 1.1 | 0 | -9 | -11 | -1 | -10 | 6
CC1(C)CC(CC(=O)O)(c2ccc(F)cc2)CCO1 (centres undefined) | -1 | 0 | 0.8 | -4 | -3 | -8 | 16 | 11 | 3
Cc1ccc(C(=O)N(Cc2ccccc2)C(C)(C)C)cc1C | 0 | -2 | 0.4 | 2 | -12 | -19 | -16 | 7 | 3
COc1ccccc1CNC(=O)COC(=O)c1cc(C)oc1C | 0 | -3 | 3.0 | 0 | 14 | -14 | -3 | -9 | 9
O=C(CCCCCNC(=O)c1ccccc1Br)N=Nc1c(O)[nH]c2ccccc12 | 1 | 1 | -1.2 | 4 | -1 | -11 | 10 | -19 | 11
COc1ccc(CCNC(=O)CC2SC(=Nc3cc(C)cc(C)c3)NC2=O)cc1OC (centres undefined) | 3 | -2 | -0.7 | 0 | -7 | -3 | 11 | 11 | 3
CC(C)CCNC(=O)C1CCC(CNc2c(N3CCC(C)CC3)c(=O)c2=O)CC1 (centres undefined) | nt | -2 | -0.2 | -2 | -11 | -1 | -10 | -8 | 0
O=C1C=C(NC2CC2)C2(CCCCC2)O1 | 1 | 28 | 1.1 | 1 | -5 | 5 | -14 | 5 | 0
CCN1C(=O)/C(=C2/C=CC=CN2C)OC1=S | 5 | 0 | 1.9 | 2 | -9 | -12 | 1 | 9 | 6
O=C(NCc1cccc(Cl)c1)c1cnccn1 | -1 | 1 | -0.5 | -5 | 5 | -22 | 4 | 10 | 0
CCOc1ccc(CCNC(=O)C2CCN(c3nnc(-n4cccc4)s3)CC2)cc1OCC | 13 | 0 | -0.3 | -2 | -7 | -17 | 7 | -7 | 4
CC(=O)Nc1ccc(NC(=O)CCSCCc2ccccn2)cc1 | 5 | -1 | -0.8 | 0 | -3 | -10 | 5 | 8 | 9
CC(C)(C)c1ccc(-c2nc(C#N)c(NCc3cccnc3)o2)cc1 | 14 | -4 | 1.2 | -3 | -2 | -1 | -17 | -20 | 1
Nc1ccc2nc(NC(=O)C3CCCCC3)sc2c1 | -1 | 0 | -1.7 | -4 | -6 | 8 | 5 | -12 | 3
